Screening results: PubChem BioAssay, National Center for Advancing Translational Sciences (NCATS)
ELG1 genotoxic – genotoxicity induction in ELG1-luciferase HEK293T cells | HEK293T ELG1-luciferase reporter, luminescence, 16 h | Potency, µM (highest dose often 46 µM), for the others: top-dose activity change, positive = activation, most hits filed as activators | hit rate 1.3% among 330,000; note: % of control where 0% means no effect; nearly all actives have a fitted effect of over 60% in size
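Genotoxicity was scored as increased ELG1-luciferase reporter signal, measured by ONE-Glo luminescence (30 min, room temperature). Compound or vehicle exposure of the HEK293T reporter cells lasted 16 hr at 37°C.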
FLuc counter – firefly luciferase modulation, counter-screen for miR-21 project; P08659; purified FLuc, Km substrates, luminescence inhibition; Potency, µM (doses to about 57.5 µM), for the others: at the top dose activity change, negative = inhibition, actives largely listed as inhibitors; hit rate 6.9% among 360,000; AID 588342;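 note: plate controls were vehicle for no effect and reference inhibitor for full effect; nearly all actives have a fitted effect of over 55% in size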
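Purified P. pyralis luciferase, 10 nM final, with Km-level 10 uM D-luciferin and 10 uM ATP in 50 mM Tris acetate pH 7.5, 10 mM Mg acetate, 0.01% Tween-20, 0.05% BSA; 6-point qHTS titration about 60 µM downward; luminescence read.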
RORg inh – ROR gamma (mouse) transcription inhibition | P51450 | Drosophila S2 Gal4-RORgamma UAS-luciferase reporter, 20 h | Potency, µM (doses to about 53.6 µM), for inactives: top-dose activity change, negative = inhibition, usual class: inhibitors | hit rate 5.4% among 310,000; note: % is set by controls: 0 for no effect and ±100 for the full control effect; nearly all actives have a fitted effect of over 60% in size
Target sequence (P51450 whole entry, looked up, the tested form may be a part): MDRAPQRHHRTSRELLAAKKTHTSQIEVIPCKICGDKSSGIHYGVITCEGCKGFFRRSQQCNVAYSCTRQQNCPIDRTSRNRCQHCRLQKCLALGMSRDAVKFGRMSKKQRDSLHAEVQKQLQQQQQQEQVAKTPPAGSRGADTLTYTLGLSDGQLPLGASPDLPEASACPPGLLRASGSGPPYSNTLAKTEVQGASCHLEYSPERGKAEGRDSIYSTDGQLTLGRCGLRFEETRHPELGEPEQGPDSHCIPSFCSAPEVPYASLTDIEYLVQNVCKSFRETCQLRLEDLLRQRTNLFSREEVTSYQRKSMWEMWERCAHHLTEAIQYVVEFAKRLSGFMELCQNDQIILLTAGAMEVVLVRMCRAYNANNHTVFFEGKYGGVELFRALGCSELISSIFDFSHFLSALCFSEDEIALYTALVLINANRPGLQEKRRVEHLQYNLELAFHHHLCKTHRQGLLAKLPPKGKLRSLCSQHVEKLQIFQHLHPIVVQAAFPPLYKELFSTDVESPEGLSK
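In this cell-based reporter format, copper sulfate (700 uM final) drives Gal4–ROR gamma fusion expression from a metallothionein promoter in Drosophila Schneider cells; compounds preincubated 1 hr, reporter read after 20 hr at ambient temperature.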
p53 reactivation – mutant p53 re-activation in reporter cells | H1299 p53-A138V BP100-luciferase reporter, luminescence, 24 h | Potency, µM (titrated, usually from 92.2 µM), for the others: at the top dose activity change, positive = activation, usual class: activators | hit rate 0.063% among 320,000 | AID 504706; note: % of control where 0% means no effect; nearly all actives have a fitted effect of over 45% in size
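p53-null H1299 cells stably carrying temperature-sensitive p53-A138V and a BP100-luciferase reporter were pinned with compounds (4-point, 1:5 series) and held 24 hrs at 37 deg C. Luminescence was read 10 min after detection reagent.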
Rab9 promoter act – Rab9 promoter activation. AID 485297. Potency, µM (top dose mostly 9.22 µM), for the others: at the highest dose activation, negative = inhibition, actives largely listed as activators. hit rate 2.8% among 320,000. Huh7 Rab9 promoter-luciferase reporter, luminescence, 24 h; note: % of control where 0% means no effect; nearly all actives have a fitted effect of over 60% in size
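Stable Rab9-luc Huh7, 1500 cells/well, 2 h settle; cmpd in DMSO, 24 h, 37 °C/5% CO2; luciferase reagent 10 min RT; luminescence.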
MBNL1 CUG block – blocks human MBNL1 binding to CUG repeat RNA; Q9NR56; TR-FRET MBNL1-His/biotin-(CUG)12 binding, 665/545 ratio; Potency, µM (series often up to 57.5 µM), inactives show at the top dose activity change, negative = inhibition, most hits filed as inhibitors; hit rate 0.036% among 280,000; active = well fitted inhibition curve with a large enough effect in the signal ratio, with a control signal flat, not every such curve was filed as active; inconclusive = small, poorly fitted or top-dose-only effect, or effect the other way, or a change in a side signal; inactive = no such curve, though single readings can be large or run the other way; the % refers to the signal ratio; note: % is set by controls: 0 for no effect and ±100 for the full control effect
Target sequence (Q9NR56 whole entry, looked up): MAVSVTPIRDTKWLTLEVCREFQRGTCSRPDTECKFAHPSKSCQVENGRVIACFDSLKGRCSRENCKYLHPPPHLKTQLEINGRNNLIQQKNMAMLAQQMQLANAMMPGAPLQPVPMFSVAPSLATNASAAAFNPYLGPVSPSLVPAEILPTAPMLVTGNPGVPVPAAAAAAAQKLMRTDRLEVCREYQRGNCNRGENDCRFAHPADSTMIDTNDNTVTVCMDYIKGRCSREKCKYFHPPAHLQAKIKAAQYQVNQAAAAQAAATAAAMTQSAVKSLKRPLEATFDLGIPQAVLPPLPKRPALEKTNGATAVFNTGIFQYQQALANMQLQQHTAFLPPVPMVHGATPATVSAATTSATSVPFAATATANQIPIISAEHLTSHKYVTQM
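Inhibition of protein-RNA binding appears as loss of TR-FRET between terbium anti-His antibody on MBNL1-His and streptavidin-XL665 on biotin-(CUG)12. Activity is normalized to buffer-only and uninhibited-complex controls.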
uPA surface inh – cell surface uPA generation inhibition. Potency, µM (titrated, usually from 38.3 µM), without a hit: at the top dose activity change, negative = inhibition, most hits filed as inhibitors. cell surface uPA generation assay, qHTS. hit rate 0.31% among 330,000; active = well fitted inhibition curve with a large enough effect; inconclusive = small, poorly fitted or top-dose-only effect; inactive = no such curve, though single readings can be large or run the other way; tested in mouse RAW 264.7 cells; note: % is set by controls: 0 for no effect and ±100 for the full control effect; nearly all actives have a fitted effect of over 55% in size
VP16 counter – Gal4-VP16 reporter inhibition counter-screen; AID 2546; Drosophila S2 Gal4-VP16 UAS-luciferase, luminescence, 20 h; Potency, µM (titrated, usually from 53.6 µM), for inactives: top-dose activity, negative = inhibition, usual class: inhibitors; hit rate 3.5% among 310,000;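 note: Gal4-VP16 expression switched on by copper sulfate through the metallothionein promoter; % is set by controls: 0 for no effect and ±100 for the full control effect; nearly all actives have a fitted effect of over 50% in size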
BRCA1 expr act – BRCA1 expression activation | MCF7-BRCA1-FFLuc reporter, luminescence, 48 h; response scale: scaled: vehicle 0%, 10 µM genistein 100% | Potency, µM (doses to about 46.1 µM), for inactives: at the highest dose activation, usual class: activators | hit rate 1.1% among 380,000; note: nearly all actives have a fitted effect of over 80% in size; some results filed as inactive show a strong effect at the top dose
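Reporter cells (MCF7, BRCA1 promoter-firefly luciferase) received library compounds across a concentration series for 48 h. End-point luminescence was measured and concentration-effect curves derived after normalization.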
NPC1 promoter act – NPC1 promoter activation; Huh7 NPC1 promoter luciferase reporter, 24 h; Potency, µM (top dose mostly 9.22 µM), without a hit: top-dose activation, most hits filed as activators; hit rate 2.4% among 320,000; AID 485313;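 note: % of control where 0% means no effect; nearly all actives have a fitted effect of over 60% in size; reporter is driven by a mutant NPC1 promoter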
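Readout is luciferase luminescence, reflecting NPC1 promoter activation in stably transfected Huh7 cells after 24 h compound exposure at 37 °C in reduced-serum medium with 10% FBS.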
* marks the source's active call; other numbers are inactive results; ? = inconclusive; . = not tested or not shown; & = joins results of further samples; [ ] = another dose, or the depositor's remark. Unless noted, calls come from the whole dose curve; as a rule, active = well fitted curve in the direction sought with a large enough effect; inconclusive = small, poorly fitted or top-dose-only effect, or another doubt; inactive = no such curve, though single readings can be large; an effect the other way counts as inactive or inconclusive. Potency is the fitted concentration of half-maximal effect.

SMILES	ELG1 genotoxic	FLuc counter	RORg inh	p53 reactivation	Rab9 promoter act	MBNL1 CUG block	uPA surface inh	VP16 counter	BRCA1 expr act	NPC1 promoter act
CCCN1CCC(=O)N(CCO)CC1	1%	1%	-15%	.	0%	-1%	0%	6%	12%	-4%
CCN1CCN(C(=O)C2CCCN(c3ncnc4c3nc3n4CCCCC3)C2)CC1 (stereo unspecified)	0%	-3%	-8%	2%	-2%	-11%	-3%	0%	5%	-8%
Cc1ccc(S(=O)(=O)NCC(=O)N(CC(=O)NCC2CCCO2)Cc2ccccc2Cl)cc1 (stereo unspecified)	0%	0%	-5%	-3%	-1%	-2%	8%	4%	-17%	1%
COc1cccc(N(CC(=O)NCCSCc2ccco2)S(=O)(=O)c2ccccc2)c1	-10%	2%	29%	-3%	-2%	-12%	2%	-10%	-4%	1%
Fc1ccc(C(c2nnnn2C2CCCC2)N2CCc3ccccc32)cc1 (stereo unspecified)	-4%	4%	2%	10%	-6%	-2%	-5%	7%	-42%	-1%
O=C(Nc1ccccc1)c1ccc(NCc2cccnc2)c(S(=O)(=O)N2CCOCC2)c1	4%	0%	0%	-8%	-7%	8%	-2%	-2%	-24%	0%
CCOC(=O)C1CCN(C(=O)COc2ccc(Br)cc2)CC1	0%	-8%	?	15%	-1%	-2%	-2%	-28%	-1%	-3%
CC1CCCC(C)N1CCCNC(=O)c1csc2c1CCCCC2 (stereo unspecified)	1%	0%	-3%	6%	-3%	-4%	-3%	5%	1%	-4%
Cc1ccc(Oc2ccc(NC(=O)CCC(=O)OCC(=O)c3cccs3)cc2)cc1C	5%	-13%	37%	?	8%	2%	3%	-5%	36%	15%
COc1ccc(OC)c(-c2cc(C(=O)NCc3ccc(Cl)cc3)no2)c1	?	-1%&-4%	1%	-1%	-12%	14%	0%	2%[10 µM]	-22%	-2%
O=C(Nc1cccc(S(=O)(=O)Nc2ccc(SC(F)F)cc2)c1)C1CCC1	-4%	.	.	5%	.	.	1%	.	-70%	.
Cc1sc(NC(=O)c2ccccc2F)c(CN2CCCCC2)c1C	?	?	23%	?	?	8%	0%	-6%	83%	?
COc1ccccc1NC(=O)CN1CCOCC1	0%	0%	-8%	.	-5%	-1%	0%	-3%	10%	-4%
COc1ccc(NC(=O)CCCN2C(=O)CN(C)C2=O)cc1Cl	5%	0%	.	7%	-1%	.	-9%	.	8%	1%
CN(C)c1ccc(N=Cc2nc(-c3ccccc3)oc2O)cc1	10%	?	3%	5%	29%	11%	-4%	?	?	?
O=C(COc1ccc(Oc2ccccc2)cc1)NC1CCS(=O)(=O)C1 (stereo unspecified)	-7%	.	.	1%	.	.	1%	.	-22%	.
Cc1ccc(C2(CCNCc3ccc(N(C)C)cc3)CCOC(C(C)C)C2)cc1 (stereo unspecified)	0%	-2%	?	-9%	-2%	-6%	-7%	2%	-92%	0%
Cc1ccc(/C=N/n2c(C)nnc2C)o1	0%	1%	-31%	-1%	-5%	10%	5%	?	9%	-1%
NC(=O)Cn1nc([N+](=O)[O-])nc1Oc1ccc(Br)cc1	-5%	-1%	-24%	6%	-4%	?	-1%	4%	-15%	-2%
CC(C)=CC(=O)Nc1ccc(Br)cc1	3.7µM*	4.8µM*	-25%	22%	1.4µM*	-2%	-19%	1%	?	2.5µM*
COC(=O)CCN(C(=O)c1ccc(OC(C)=O)cc1)c1ccccn1	1%	2%	10%	-24%	6%	-1%	-2%	-6%	0%	-3%
COc1ccc(NC(=O)CCNS(=O)(=O)c2cccc3nonc23)cc1Cl	-3%	-1%	28%	-1%	-1%	?	2%	27%	-25%	-2%
CC(C)Cc1nc(N2CCCCC2)c(C#N)c2c1CCC2	-1%	2%	19%	?	1%	-3%	6%	-10%	-1%	-2%
C#CCOCCOCCOCCNc1nc(N2CCN(C(=O)[C@H](CCC(=O)O)n3cc(C(N)CO)nn3)CC2)nc(N2CCN(C(=O)[C@H](CCC(=O)O)n3cc(C(N)[C@H](C)CC)nn3)CC2)n1 (stereo partly specified)	3%	-2%	-9%	1%	1%	-15%	9%	2%	-3%	-1%

Nothing new here: 11 of the compounds above.
SMILES	ELG1 genotoxic	FLuc counter	RORg inh	p53 reactivation	Rab9 promoter act	MBNL1 CUG block	uPA surface inh	VP16 counter	BRCA1 expr act	NPC1 promoter act
COc1ccc(NC(=O)CCCN2C(=O)CN(C)C2=O)cc1Cl	5%	0%	.	7%	-1%	.	-9%	.	8%	1%
CN(C)c1ccc(N=Cc2nc(-c3ccccc3)oc2O)cc1	10%	?	3%	5%	29%	11%	-4%	?	?	?
O=C(COc1ccc(Oc2ccccc2)cc1)NC1CCS(=O)(=O)C1 (stereo unspecified)	-7%	.	.	1%	.	.	1%	.	-22%	.
Cc1ccc(C2(CCNCc3ccc(N(C)C)cc3)CCOC(C(C)C)C2)cc1 (stereo unspecified)	0%	-2%	?	-9%	-2%	-6%	-7%	2%	-92%	0%
Cc1ccc(/C=N/n2c(C)nnc2C)o1	0%	1%	-31%	-1%	-5%	10%	5%	?	9%	-1%
NC(=O)Cn1nc([N+](=O)[O-])nc1Oc1ccc(Br)cc1	-5%	-1%	-24%	6%	-4%	?	-1%	4%	-15%	-2%
CC(C)=CC(=O)Nc1ccc(Br)cc1	3.7µM*	4.8µM*	-25%	22%	1.4µM*	-2%	-19%	1%	?	2.5µM*
COC(=O)CCN(C(=O)c1ccc(OC(C)=O)cc1)c1ccccn1	1%	2%	10%	-24%	6%	-1%	-2%	-6%	0%	-3%
COc1ccc(NC(=O)CCNS(=O)(=O)c2cccc3nonc23)cc1Cl	-3%	-1%	28%	-1%	-1%	?	2%	27%	-25%	-2%
CC(C)Cc1nc(N2CCCCC2)c(C#N)c2c1CCC2	-1%	2%	19%	?	1%	-3%	6%	-10%	-1%	-2%
C#CCOCCOCCOCCNc1nc(N2CCN(C(=O)[C@H](CCC(=O)O)n3cc(C(N)CO)nn3)CC2)nc(N2CCN(C(=O)[C@H](CCC(=O)O)n3cc(C(N)[C@H](C)CC)nn3)CC2)n1 (stereo partly specified)	3%	-2%	-9%	1%	1%	-15%	9%	2%	-3%	-1%

Continued.
SMILES	ELG1 genotoxic	FLuc counter	RORg inh	p53 reactivation	Rab9 promoter act	MBNL1 CUG block	uPA surface inh	VP16 counter	BRCA1 expr act	NPC1 promoter act
COc1ccc(CNC(=O)CCc2ccc(S(=O)(=O)N3CCCCCC3)cc2)cc1	-4%	.	.	-10%	1%	.	?	.	-21%	-2%
COc1ccc(CN2C(=O)C(=O)N(CC(N)=O)C2=O)cc1	0%	5%	-19%	0%	1%	.	-1%	-3%	-21%	-1%
CC(C)C(=O)Nc1ccc(C(=O)NNC(=O)CCCOc2ccc(Cl)cc2Cl)cc1	3%	0%	-7%	13%	1%	3%	.	-7%	1%	0%
COc1ccccc1-c1ccc(=O)n(CC(=O)NCc2ccco2)n1	2%	-5%	?	1%	10%	2%	0%	-6%	3%	1%
CC(=O)NCC1CCN(C(=O)C2CCC(=O)N(CCc3cccc(F)c3)C2)CC1 (stereo unspecified)	-1%	7%	-10%	11%	9%	-3%	15%	-1%	-10%	6%
COc1cccc(NC(=O)CCNS(=O)(=O)c2cccc3nsnc23)c1	2%	3%	1%	-4%	-9%	?	1%	4%	3%	-6%
O=C(c1ccccc1OC(F)F)N1CCN(S(=O)(=O)c2ccc3c(c2)OCCCO3)CC1	3%	1%	.	-1%	-3%	.	?	.	-1%	1%
Cc1ccc(-n2ncc3c2CC(C)(C)CC3NC(=O)C2CCOCC2)cc1 (stereo unspecified)	3%	-2%	-18%	13%	9%	-3%	2%	-8%	-1%	-10%
O=C(CSCc1ccc(Cl)cc1)N1CCN(Cc2ccc3c(c2)OCO3)CC1	-7%	1%	?	5%	-9%	-10%	3%	?	-7%	1%
CC(C)(C)NC(=O)N1CCCC(C(=O)c2cccc(Cl)c2)C1 (stereo unspecified)	-3%	2%	23%	-1%	-4%	4%	9%	21%	3%	-4%
O=C(Nc1cccc([N+](=O)[O-])c1)c1ccc2nc(N3C(=O)CCC3=O)sc2c1	-1%	-16%	29%	1%	-1%	?	0%	-5%	-2%[1.84 µM]	1%
COCCCn1c(=O)/c(=C\c2cccc(OC)c2OC)s/c1=C(/C#N)C(=O)Nc1ccc(C(=O)O)cc1	-2%	?	29%	-6%	-2%	?	-2%	-14%	7%	-2%
Cc1cc(C)c(NC(=O)CO/N=C2\CCCc3nonc32)c(C)c1	0%	-2%	5%	-2%	0%	-3%	-2%	-7%	-12%	-2%
Cc1ccc(NC(=O)Cc2nnc(SCC(=O)NC3CCCC3)n2C)cc1C	1%	-16%	-6%	1%	5%	-19%	-1%	-5%	0%	-4%
CCc1nc(SCC(=O)N2CCN(c3ccccc3)CC2)c2c(=O)n(C)c(=O)n(C)c2n1	1%	0%	2%	2%	2%	-4%	.	-3%	.	2%
Cc1ccc(-c2nc(CS(=O)(=O)CC(=O)NCc3ccc4c(c3)OCO4)c(C)o2)cc1	0%	0%	-23%	7%	1%	1%	2%	1%	2%	-4%
